# Screens deposited in PubChem BioAssay by National Center for Advancing Translational Sciences (NCATS).
# PI5P4Ka inh: PI5P4K alpha (human) kinase inhibition; P48426; PI5P4Kalpha enzyme, ADP-Glo luminescence, 60 min; hits give low values; max response, %; 330,000 tested, 1.2% active; active = max response of -50% or lower; inconclusive = between -30% and -50%; inactive = -30% or higher; note: value at the top dose of about 77 µM; % is set by controls: 0 for no effect and ±100 for the full control effect
#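 PI5P4Kalpha ADP-Glo assay; 5 microM ATP final; 60 min RT reaction; HEPES pH 7.4/EGTA/CHAPS, 5% DMSO; controls lacking substrate or enzyme; luminescent end-point.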
# PTHR1 ag: PTHR1 (human) receptor agonism. Q03431. HEK293 GP2 PTHR1 cells, GloSensor cAMP luminescence, 1 h. Potency, µM (titrated, usually from 115 µM), inactives show at the top dose activation, most hits filed as activators. 410,000 tested, 0.075% active; note: potency is the fitted concentration of half-maximal effect; nearly all actives have a fitted effect of over 55% in size; some results filed as inactive show a strong effect at the top dose; inactives centre near -15; many of its hits are not listed in these tables
#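 HEK-293-derived GP2 cells expressing PTHR1 and a GloSensor cAMP reporter, 3,000/well, plated overnight, given luciferin plus IBMX (each 0.5 mM as added) for 1 h at 37 °C, then compound for 1 h at 37 °C. Luminescence was read after 15 min at room temperature.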
# IL2 activator: IL-2 activation. 360,000 tested, 0.065% active. IL-2 activation reporter assay, cell-based qHTS; stimulated with anti-CD3/CD4/CD28 beads; in transgenic mouse T cells. activation, % (series mostly up to about 46 µM); in the data active = activation above about 50%; inconclusive = mostly about 30% to 49%; note: 0% is about no effect
#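 EGFP and DsRed fluorescence is measured by plate cytometry in unstimulated transgenic mouse T cells exposed to compound for 60 minutes, then stimulated 18 hours at 37 degrees C with anti-CD3/anti-CD4 beads plus anti-CD28.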
# HEK293 tox: cytotoxic in the GLP-1 receptor inverse agonist counter-screen; HEK293 cAMP-luciferase reporter cells, luminescence, 24 h; Potency, µM (top dose mostly 38.3 µM), for the others: at the top dose activity change, negative = inhibition, most hits filed as inhibitors; 410,000 tested, 0.13% active;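 note: loss of luciferase light is scored as toxicity; potency is the fitted concentration of half-maximal effect; % is set by controls: 0 for no effect and ±100 for the full control effect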
#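 Here, cytotoxicity is scored as loss of luminescence. The MLSMR collection was tested on cells seeded in medium containing 10% Nu serum, with a 24 hr compound exposure preceded by 12 hours of culture.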
# PLK1 PBD block: PLK1 (human) polo-box domain binding inhibition. 360,000 tested, 2.8% active. AID 720504. Plk1 PBD binding of FITC phosphopeptide, fluorescence polarization. Potency, µM, for the others: max response, negative = inhibition, most hits filed as inhibitors. P53350; note: potency is the fitted concentration of half-maximal effect; series mostly up to about 57 µM; % is set by controls: 0 for no effect and ±100 for the full control effect; nearly all actives have a fitted effect of over 65% in size
# EPAC1 ag: activates human EPAC1 exchange factor. EPAC1 agonist qHTS, biochemical assay; response scale: 100% = response to 6.5 mM cAMP. Potency, µM (top dose mostly 154 µM), for inactives: top-dose activation, actives largely listed as activators. AID 720707. 360,000 tested, 0.073% active. O95398; note: potency is the fitted concentration of half-maximal effect; nearly all actives have a fitted effect of over 60% in size
# Target sequence (O95398 whole entry, looked up): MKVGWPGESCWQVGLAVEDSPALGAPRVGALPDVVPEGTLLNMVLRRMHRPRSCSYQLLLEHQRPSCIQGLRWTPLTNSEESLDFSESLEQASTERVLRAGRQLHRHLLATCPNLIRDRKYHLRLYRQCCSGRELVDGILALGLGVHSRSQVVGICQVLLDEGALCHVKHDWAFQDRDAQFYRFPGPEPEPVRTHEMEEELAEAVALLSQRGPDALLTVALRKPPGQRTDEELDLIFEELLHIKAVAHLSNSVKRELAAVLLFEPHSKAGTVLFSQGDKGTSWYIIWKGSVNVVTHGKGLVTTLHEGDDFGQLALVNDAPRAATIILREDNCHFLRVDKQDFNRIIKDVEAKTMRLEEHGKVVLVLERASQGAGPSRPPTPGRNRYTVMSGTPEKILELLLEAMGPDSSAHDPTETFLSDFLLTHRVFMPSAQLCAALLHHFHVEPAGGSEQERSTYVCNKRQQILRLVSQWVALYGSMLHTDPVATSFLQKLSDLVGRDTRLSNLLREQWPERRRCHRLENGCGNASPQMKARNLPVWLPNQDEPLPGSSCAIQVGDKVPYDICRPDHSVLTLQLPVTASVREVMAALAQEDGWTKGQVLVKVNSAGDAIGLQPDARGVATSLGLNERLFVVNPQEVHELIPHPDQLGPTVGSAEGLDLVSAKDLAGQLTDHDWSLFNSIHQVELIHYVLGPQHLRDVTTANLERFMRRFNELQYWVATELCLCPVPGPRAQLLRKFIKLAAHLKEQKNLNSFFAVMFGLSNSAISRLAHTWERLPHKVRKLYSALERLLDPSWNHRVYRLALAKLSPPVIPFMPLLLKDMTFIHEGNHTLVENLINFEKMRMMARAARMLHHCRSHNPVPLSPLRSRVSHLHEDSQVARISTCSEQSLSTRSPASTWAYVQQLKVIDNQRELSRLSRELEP
#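 Read-out is the fluorescence drop as BODIPY-GDP leaves Rap1B (480 nm excitation, 540 nm emission), recorded every 5 minutes over 30 minutes. Reactions held 100 nM EPAC1, 250 nM Rap1B–BODIPY-GDP and 50 uM GDP, with 6.5 mM cAMP setting full activation.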
# GLP1R inv ag: inverse agonists of human GLP-1 receptor; HEK293 GLP-1R CRE-luciferase, luminescence, 24 h; GLP-1R form is constitutively active; AID 624417; Potency, µM (series often up to 38.3 µM), inactives show top-dose activity change, negative = inhibition, most hits filed as inhibitors; P43220; 410,000 tested, 1.6% active; note: potency is the fitted concentration of half-maximal effect; % is set by controls: 0 for no effect and ±100 for the full control effect; nearly all actives have a fitted effect of over 55% in size
#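 Luminescence readout: a drop in cAMP-driven luciferase signal flags inverse agonism at a constitutively active GLP-1R stably expressed in HEK293. Compound exposure lasted 24 hr at 37 deg C, 5% CO2.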
# GLP-1R agonist: GLP-1 receptor (human) agonism; P43220; HEK293 GLP-1R CRE-luciferase, luminescence, 4-6 h; cells express a hypersensitive GLP-1R form; 380,000 tested, 0.007% active; Potency, µM (top dose mostly 45.6 µM), without a hit: at the top dose activation, hits mostly activators; AID 624172; note: potency is the fitted concentration of half-maximal effect; % of control where 0% means no effect
# EPAC1 antagonist: antagonists of human EPAC1 | O95398 | EPAC1 GEF assay, Rap1b-BODIPY-GDP exchange fluorescence | Potency, µM (doses to about 115 µM), inactives show top-dose activity change, negative = inhibition, actives largely listed as inhibitors | 360,000 tested, 0.14% active;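 note: potency is the fitted concentration of half-maximal effect; plate controls were vehicle for no effect and positive control for full effect; nearly all actives have a fitted effect of over 50% in size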
# Active calls of the source: *; i = inactive; ? = inconclusive; . = not tested or not shown; & = joins results of further samples; [ ] = dose if it differs, or a comment. Unless noted, calls come from the whole dose curve; as a rule, active = well fitted curve in the direction sought with a large enough effect; inconclusive = small, poorly fitted or top-dose-only effect, or another doubt; inactive = no such curve, though single readings can be large; an effect the other way counts as inactive or inconclusive. Some of the compounds tested, so the mix of outcomes need not match the whole.
compound,PI5P4Ka inh,PTHR1 ag,IL2 activator,HEK293 tox,PLK1 PBD block,EPAC1 ag,GLP1R inv ag,GLP-1R agonist,EPAC1 antagonist
CCNC(=S)Nc1ccccc1-c1ccccc1,2,i,-2.5,-3%,?,-12%,19%,7%,-3%
CCOC(=O)c1cnc(COc2ccccc2Cl)[nH]c1=O,0,23%,0.1,19%,-11%,-3%,11%,-18%,-16%
CC(C)CNC(=O)CSc1nnc(-c2ccccn2)n1Cc1ccccc1,0,i,-2.3,-25%,-1%,4%,-26%,-1%,4%
O=C(O)CCCn1cc(NC(=O)c2cccc(F)c2)cn1,1,-5%,0.1,16%[7.66 µM],5%,-18%,-2%[7.66 µM],-1%,5%
Cn1cc([N+](=O)[O-])c(C(=O)Nc2nc(-c3ccc(Cl)cc3)cs2)n1,-1,-14%,0.4,?,-5%,7%,9%,2%,6%
NC(=O)c1ccc(OCC(=O)N2CCNC2=O)cc1,1,-7%,0.6,-8%,-1%,7%,7%,2%,3%
Fc1ccc(CCNC(=S)Nc2ccc(F)c(Cl)c2)cc1,0,-28%,-4.6,?,-5%,-7%,?,0%,-12%
CCCCCCCCN1C(=O)[C@H](CC(=O)NCc2ccc(C)o2)C[C@@]2(C(=O)OC)CC(C)(C)CC=C12,-51*,-22%,2.2,-4%,-13%,-28%,?,.,-19%
CCC1(c2ccccc2)SC(=O)NC1=O (stereo not drawn),-3,i,-0.2,83%[activator],-4%,-1%,9%,1%,-15%
COn1c(C)c(C(C)=O)c2c3no[n+]([O-])c3ccc21,-2,-3%[57.5 µM],-0.4,0%,-6%,10%,6%,-2%,8%
CCOC(=O)c1c(C)n(C)c2ccc(O)c(CN3CCC(C)CC3)c12,-2,-18%[57.5 µM],-0.9,13%,-3%,6%,-14%,19%,-17%
CC1CCN(S(=O)(=O)c2ccc(C(=O)NCc3ccc4c(c3)OCO4)cc2)CC1,.,i,-3.6,6%,-8%,-9%,0%,2%,8%
COc1cc2c(cc1OC)C(CC(=O)O)N(C(=O)CC1CCCC1)CC2 (stereo not drawn),-1,-9%,0.8,6%,-1%,1%,9%,6%,-9%
COc1ccc(Nc2ncnc3c2cnn3-c2cccc(C)c2)cc1OC,-25,i,-0.8,-9%,2%,-7%,16%,-5%,7%
CCOC(=O)CNC(=O)/C(=C\c1ccc(F)cc1)NC(=O)c1ccccc1,4,i,-0.8,4%[7.66 µM],-2%,12%,-4%[7.66 µM],0%,4%
O=C(NCc1csc(-c2cccs2)n1)c1ccccc1,0,i,2.0,9%,-15%,2%,-20%,-5%,-28%
COc1ccc(OC)c(NC(=O)C2CCN(c3nc(C)cc(C)n3)CC2)c1,.,i,-0.6,-13%,-1%,-4%,?,-3%,12%
COc1cc(NC(=O)c2ccc(Br)cc2)c(OC)cc1NC(=O)c1ccccc1,-5,i,-0.1,5%,-10%,12%,7%,7%,-5%
COc1ccc(-n2c(Cn3nnc4ccccc43)n[nH]c2=S)cc1,1,i,-2.9,3%,-6%,6%,0%,-14%,5%
COc1cc(/C=C2\SC(=O)N(Cc3ccc(Cl)cc3)C2=O)cc([N+](=O)[O-])c1O,-81*,-33%[inhibitor],1.1,10%,24µM*,1%,13%,-3%,-23%
NC(=O)C1(N2CCCCC2)CCN(C(=O)CSc2nc(C(F)(F)F)cc(=O)[nH]2)CC1,4,i,7.0,73%[activator],-5%,8%,-3%,-15%,-8%
Cc1nc(NC(CC(C)C)C(=O)O)c2nc(C)oc2n1 (stereo not drawn),.,i,-1.5,5%,-1%,4%,1%,-5%,4%
COc1cccc(Oc2ccc(N)cn2)c1,-3,i,-0.3,3%,-7%,12%,-15%,-1%,0%
CC(Nc1nc(Nc2ccc(F)cc2)nc(SCC(N)=O)n1)c1ccccc1 (stereo not drawn),1,?,-0.8,7%,-8%,9%,?,-1%,-12%
Cc1ccc(NC(=O)CN(C)C(=O)COc2ccccc2-c2ccccc2)cc1,21,-7%,0.1,-12%,-4%,1%,?,12%,-23%
CCC(C)C(=O)Nc1cc(C(=O)OC)cc(C(=O)OC)c1 (stereo not drawn),.,-16%,-0.3,8%,-2%,9%,-1%,9%,7%
O=C(CCCCCNS(=O)(=O)c1ccc(Br)cc1)NCCN1CCOCC1,.,-17%,2.6,6%,-3%,-3%,-9%,-10%,11%
CCCCCNC(=O)C1C(=O)Nc2ccccc2C(=O)N1c1c(C)cccc1C (stereo not drawn),-3,i,0.9,-12%,-16%,3%,23%,.,-18%
CC1CCC2=NN(C(=O)c3ccco3)C(O)(C(F)(F)F)C2C1 (stereo not drawn),-5,-7%,-3.4,-1%,?,-4%,-11%,-1%,-10%
CC(=O)c1cccc(NC(=O)COC(=O)CCc2ccc(S(=O)(=O)N3CCOCC3)cc2)c1,6,-32%[inhibitor],0.9,-1%,-12%,2%,4%,4%,-8%
CN(C)C(=O)CSc1nnc(Cc2ccc3c(c2)OCO3)o1,2,i,1.1,9%,-8%,4%,6%,7%,-15%
Brc1ccc(/C=C/C=N/Nc2nc3ccccc3s2)cc1,.,-16%,-3.4,2%,1%,-1%,0%,-12%,7%
CCN(CC)CCCNC(=O)CSc1c2c(nc3cc(Cl)ccc13)CCCC2,-3,-16%&-45%,-4.2,?,-9%,15%,?,-4%,-15%
Cn1c(=O)n(Cc2ccccc2F)c2ccccc21,-4,-3%[57.5 µM],-0.6,-18%,-7%,-5%,-17%,7%,-9%
Cc1ccccc1C(=O)Nc1ccnn1C1CCN(C(=O)c2cnsn2)CC1,-1,-10%,-2.8,-10%,-7%,1%,8%,2%,-5%
CC(C)(CO)Nc1ccc([N+](=O)[O-])cc1[N+](=O)[O-],-7,i,-0.3,-18%,4%,-2%,39%[activator],20%,7%
Cc1cc(OCC(=O)NCCCN2CCCC2=O)c2c(C)c(C)c(=O)oc2c1,-2,i,-2.0,-4%,-2%,2%,34%[activator],3%,2%
C/C(=N\NS(=O)(=O)c1ccc(C)cc1)c1ccc(Br)s1,.,-4%[57.5 µM],-0.4,7%,-11%,0%,-16%,-2%,-21%
CCCc1ccc(-c2c(C)sc(NC(=O)c3ccnn3C)c2C#N)cc1,-15,-22%[57.5 µM],-0.7,?,11µM*,5%,-24%,-6%,-3%
C[C@H](CO)N1C[C@H](C)[C@@H](CN(C)C(=O)Nc2ccccc2)Oc2c(NC(=O)NC3CCCCC3)cccc2C1=O,-4,-36%[inhibitor],-2.7,-73%,-7%,-12%,11%,5%,-2%
O=C1CSC(c2ccccn2)N1Cc1cn2ccccc2n1 (stereo not drawn),-6,i,-0.9,-17%,-6%,-8%,-20%,4%,13%
Cc1cc(NC(=O)Cn2nc(C(=O)O)c3ccccc3c2=O)ccc1Br,5,i,0.7,0%,-7%,-20%,-7%,0%,?
O=C(Nc1ccc(F)cc1)C(Sc1nnc2ccccn12)c1ccccc1 (stereo not drawn),1,-31%[inhibitor],-0.1,-4%,-1%,-17%,-27%,0%,15%
Cc1ccc(CNC(=O)c2cn(C3CCCCC3)c(=O)c3c2c2ccccc2n3C)o1,-16,i,-2.8,-2%,?,1%,-16%,1%,-18%
CC1CN(S(=O)(=O)c2ccc(C(=O)Nc3ccc(S(=O)(=O)Nc4ncccn4)cc3)cc2)CC(C)O1 (stereo not drawn),-8,-20%,-0.5,13%,-5%,-1%,43%[activator],-1%,-14%
N#Cc1cc(Cl)c(N2CCOCC2)cc1C#N,-5,i,1.0,-7%,-10%,-1%,40%[activator],5%,-3%
CCN(CC(=O)Nc1ccccc1OC)C(=O)COc1ccc2ccccc2c1,12,i,-1.7,1%,1%,1%,?,13%,-19%
COc1ccc(Cl)cc1NC(=O)COc1cccc(-n2cnnn2)c1,-5,i,-1.1,0%,-7%,-7%,7%,3%,7%
Cc1ccc(OC(=O)Nc2ccccc2)cc1,2,-9%,-1.1,-8%,-9%,-6%,14%,13%,22%
COc1cccc(CN(C)CC(=O)NCc2ccc(F)cc2)c1OC,-2,i,0.0,8%,-7%,-1%,-22%,11%,4%

# Next part:
compound,PI5P4Ka inh,PTHR1 ag,IL2 activator,HEK293 tox,PLK1 PBD block,EPAC1 ag,GLP1R inv ag,GLP-1R agonist,EPAC1 antagonist
CC(=O)Nc1nc(C)c(-c2csc(Nc3ccc(O)cc3)n2)s1,.,i,-0.8,?,-29%,14%,5%,2%,-1%
C[C@@H]1CN([C@H](C)CO)C(=O)CCCn2cc(nn2)CO[C@H]1CN(C)C(=O)C1CCCCC1,-3,i,0.6,-5%,-14%,-10%,8%,14%,-17%
C[C@@H]1O[C@H](C2CCCC2)Cc2[nH]c(=S)[nH]c(=O)c21,-9,?,2.4,0%,-6%,-25%,1%,-1%,-4%
Cc1ccc(C(=O)Nc2cccc(C(=O)N3CCOCC3)c2)cc1,0,-7%,-0.4,-4%,-1%,8%,?,-7%,3%
CCS(=O)(=O)n1nc(-c2ccc(Cl)cc2)nc1N,2,-21%,-0.2,2%,-1%,-2%,4%,1%,-7%
O=C(N[C@@H](Cc1ccccc1)C(=O)N1CCN(S(=O)(=O)c2cccc(F)c2)CC1)c1ccco1,0,-1%,0.5,-5%,2%,-6%,-14%,4%,-2%
CCCNCC(O)Cn1c2ccccc2n2c(=O)cc(C)c(C#N)c12 (stereo not drawn),9,i,0.0,-15%,-10%,4%,44%[activator],0%,-9%
COc1ccc(CNC(=O)c2cccnc2Sc2ccc(C)c(C)c2)cc1,9,i,0.8,-8%,-8%,-11%,32%[activator],3%,-17%
O=C(O)C1CC=CCC1C(=O)NNc1ccccc1 (stereo not drawn),-4,i,0.8,-14%[7.66 µM],-17%,-3%,?,1%,-6%
COc1ccccc1NC(=O)C1CCCN(c2nc(C)cc(C)n2)C1 (stereo not drawn),0,i,-0.6,-21%,1%,4%,?,1%,-11%
